From PubChem
RGS4 inhibitor – blocks human RGS4-accelerated GTP hydrolysis; Transcreener GDP fluorescence polarization, RGS4-accelerated GTP hydrolysis; AID 504845; 390,000 tested, 0.039% active; Potency, µM (top dose mostly 114 µM), for inactives: at the highest dose activity change, negative = inhibition, usual class: inhibitors; P49798; also: % is scaled to controls: 0 for no effect and ±100 for the full control effect; nearly all actives have a fitted effect of over 75% in size; some results filed as inactive show a strong effect at the top dose
Target sequence (P49798 whole entry, looked up): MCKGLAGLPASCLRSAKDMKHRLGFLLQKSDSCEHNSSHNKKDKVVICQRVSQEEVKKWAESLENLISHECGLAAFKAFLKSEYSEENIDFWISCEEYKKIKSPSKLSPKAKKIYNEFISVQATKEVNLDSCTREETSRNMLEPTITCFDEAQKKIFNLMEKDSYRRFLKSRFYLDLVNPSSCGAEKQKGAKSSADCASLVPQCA
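MLSMR compounds (23 nl, pin-transferred) preincubated 10 min at room temperature with a 500nM (2x) first reagent, then RGS4 at 900nM (2x) plus Transcreener GDP mix added; fluorescence polarization (620/688 nm) read before and after 90 min at 30 °C.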
rTrxR1 inhibitor – inhibitors of rat thioredoxin reductase 1. O89049. recombinant rTrxR1, NADPH fluorescence consumption, selenite substrate. Potency, µM (titrated, usually from 114 µM), for the others: at the top dose activity change, negative = inhibition, most hits filed as inhibitors. 390,000 tested, 1% active; also: % is scaled to controls: 0 for no effect and ±100 for the full control effect; nearly all actives have a fitted effect of over 65% in size
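Rat TrxR1 (90 nM in the dispensed reagent) was pre-reduced with 400 uM NADPH for 5 min at room temperature, then incubated with compound for 15 min. After 400 uM selenite was added, NADPH fluorescence (Ex 340/Em 450 nm) was followed for 8 min.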
ERG-DNA inh – ERG Ets/DNA interaction inhibition; fluorescence polarization, His-ERG Ets domain / labelled DNA; Potency, µM (top dose mostly 76.9 µM), for inactives: at the top dose FP activity, negative = inhibition, most hits filed as inhibitors; 370,000 tested, 0.028% active; AID 624246; active = well fitted inhibition curve with a large enough effect in the polarisation, with a control signal flat; inconclusive = small, poorly fitted or top-dose-only effect, or effect the other way, or a change in a side signal; inactive = no such curve, though single readings can be large or run the other way; the % refers to the polarisation;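 also: polarization taken with two DNA probes labelled with fluorescein and Texas red; % of control where 0% means no effect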
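His-tagged ERG Ets domain (1 uM in the protein solution; 300mM KCl, 50mM Tris-HCl, 1mM EDTA, 1mM DTT, pH 7.5) received compound, then a probe mix of 5 nM fluorescein-DNA and 100nM Texas-615-DNA. Fluorescence polarization was read for both dyes.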
JMJD2A Tudor – blocks the human JMJD2A Tudor domain. O75164. AlphaScreen JMJD2A-Tudor / H3K4me3 peptide binding. Potency, µM (top dose mostly 114 µM), for inactives: at the top dose activity change, negative = inhibition, hits mostly inhibitors. 390,000 tested, 4.4% active; also: % is scaled to controls: 0 for no effect and ±100 for the full control effect; nearly all actives have a fitted effect of over 50% in size
HP1b chromo inh – HP1-beta chromodomain-methylated histone interaction inhibition. Potency, µM (doses to about 114 µM), inactives show top-dose activity change, negative = inhibition, hits mostly inhibitors. AlphaScreen HP1-beta / biotin-H3K9me3 peptide binding. AID 540317. 390,000 tested, 0.56% active; also: nearly all actives have a fitted effect of over 70% in size; inactives centre near 23
Target sequence (P83916 whole entry, looked up): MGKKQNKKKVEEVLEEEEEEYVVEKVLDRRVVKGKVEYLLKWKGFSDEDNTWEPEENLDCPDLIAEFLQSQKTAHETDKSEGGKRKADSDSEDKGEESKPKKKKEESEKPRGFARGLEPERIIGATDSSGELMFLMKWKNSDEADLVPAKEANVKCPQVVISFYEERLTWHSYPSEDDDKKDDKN
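Compound inhibition of the preformed complex between 50 nM HP1-beta and 50 nM biotinylated H3K9me3 peptide was read by AlphaScreen. Buffer was PBS pH 7.4 with 0.01% Tween-20. Incubations ran 30 min at room temperature, with 10 ug/mL donor/acceptor beads.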
Pin1 inh – blocks the human prolyl isomerase Pin1 | Q13526 | Potency, µM (series often up to 115 µM), for the others: at the top dose activity, negative = inhibition, actives largely listed as inhibitors | AID 504891 | 390,000 tested, 0.009% active | Pin1 FP peptide displacement, HiFluor488, 10 min; active = well fitted inhibition curve with a large enough effect in the polarisation, with a control signal flat, not every such curve was filed as active; inconclusive = small, poorly fitted or top-dose-only effect, or effect the other way, or a change in a side signal; inactive = no such curve, though single readings can be large or run the other way; the % refers to the polarisation; also: % is scaled to controls: 0 for no effect and ±100 for the full control effect
PGK inhibitor – blocks T. brucei phosphoglycerate kinase; P07378; PGK/GAPDH coupled, Kinase-Glo luminescence, 60 min; Potency, µM (highest dose often 57.5 µM), inactives show top-dose activity change, negative = inhibition, most hits filed as inhibitors; 380,000 tested, 0.043% active; also: % is scaled to controls: 0 for no effect and ±100 for the full control effect; nearly all actives have a fitted effect of over 60% in size
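Recombinant glycosomal PGK reaction used 1,3-bisphosphoglycerate generated in-well by GAPDH (100nM final) in 100mM TEA pH 7.6, 5mM MgCl2, 0.01% Tween-20. After 60 minutes at room temperature, ATP was read by Kinase-Glo Plus luminescence end-point.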
ALOX12 inh – blocks human arachidonate 12S-lipoxygenase; purified 12hLO, xylenol orange hydroperoxide absorbance; 580,000 tested, 1.1% active; P18054; Potency, µM (titrated, usually from 108 µM), inactives show at the highest dose activity change, negative = inhibition, most hits filed as inhibitors; also: % is scaled to controls: 0 for no effect and ±100 for the full control effect
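Purified human 12hLO (150 nM final) in 25 mM Hepes, 0.01% Triton X-100, pH 7.0 was preincubated 15 min at room temperature with compound. Then 40 uM arachidonic acid was added, 30 min. Hydroperoxide was read by Fe-XO absorbance ratio 573/405 nm.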
GLS inh – inhibitors of human glutaminase (GLS); O94925; GLS enzymatic activity, qHTS titration; AID 624170; Potency, µM (highest dose often 45.5 µM), for inactives: at the top dose activity change, negative = inhibition, actives largely listed as inhibitors; 410,000 tested, 0.21% active; also: % is scaled to controls: 0 for no effect and ±100 for the full control effect
Target sequence (O94925 whole entry, looked up): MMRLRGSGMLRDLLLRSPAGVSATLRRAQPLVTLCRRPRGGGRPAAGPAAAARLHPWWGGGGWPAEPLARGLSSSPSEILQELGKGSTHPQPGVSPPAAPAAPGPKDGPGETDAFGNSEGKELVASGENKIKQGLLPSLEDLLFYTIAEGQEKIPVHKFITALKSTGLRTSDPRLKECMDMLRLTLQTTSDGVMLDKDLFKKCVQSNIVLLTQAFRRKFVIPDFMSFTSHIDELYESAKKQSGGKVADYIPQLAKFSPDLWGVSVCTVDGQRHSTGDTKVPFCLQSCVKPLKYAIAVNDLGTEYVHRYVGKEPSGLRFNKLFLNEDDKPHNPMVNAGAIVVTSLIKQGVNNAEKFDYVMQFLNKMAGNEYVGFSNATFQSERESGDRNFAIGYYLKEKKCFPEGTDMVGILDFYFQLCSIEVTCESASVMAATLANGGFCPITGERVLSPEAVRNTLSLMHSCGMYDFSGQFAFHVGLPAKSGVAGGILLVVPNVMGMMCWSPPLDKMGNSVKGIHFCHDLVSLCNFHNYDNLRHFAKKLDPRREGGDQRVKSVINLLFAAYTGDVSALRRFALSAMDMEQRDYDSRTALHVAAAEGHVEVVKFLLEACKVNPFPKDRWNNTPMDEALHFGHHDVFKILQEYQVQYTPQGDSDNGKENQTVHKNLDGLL
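Enzyme dispensed in phosphate buffer (45 mM, pH 8.2, 0.02% Tween-20), compounds pinned in, then 1 mM L-glutamine solution and the glutamate oxidase–HRP–Amplex Red mix added; fluorescence read immediately and again after 30 min at room temperature.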
* hit, by the source's call; i = inactive; ? = inconclusive; · = no result given; & = joins results of further samples; [ ] = dose if it differs, or a comment. Unless noted, calls follow the shape of the dose curve; as a rule, active = well fitted curve in the direction sought with a large enough effect; inconclusive = small, poorly fitted or top-dose-only effect, or another doubt; inactive = no such curve, though single readings can be large; an effect the other way counts as inactive or inconclusive. Potency is read from the fitted curve at half-maximal effect. The list is partial, so the mix of outcomes need not match the whole.

SMILES | RGS4 inhibitor | rTrxR1 inhibitor | ERG-DNA inh | JMJD2A Tudor | HP1b chromo inh | Pin1 inh | PGK inhibitor | ALOX12 inh | GLS inh
COc1ccc(-n2c(COc3ccc4c(c3)OCO4)nnc2SCC(=O)O)cc1 | -6.5% | 18.5% | -5.9% | -21.1% | 20.8% | -0.4% | -9.8% | -2.7% | 3.3%
CCOC(=S)NC(=O)c1sc2ccccc2c1Cl | -36.7% | 3.8% | 3.6% | -23.2% | -17.1% | -2.7% | -2.9% | 5.9% | 12.1%
O=C(CSc1ccc2c(c1)OCCO2)Nc1ccc(Br)cn1 | -1.6% | 15.6% | 5.4% | 8.2% | 57.1% | -4.2% | i | ? | -0.1%
C=CCn1c(SCC(=O)Nc2cccnc2Cl)nnc1-c1ccc(Cl)cc1 | 16.8% | 1.8% | -6.0% | -7.4% | 23.6% | -7.3% | 13.1% | 10.6% | 16.2%
O=C(O)C[C@H]1c2cc(C(F)(F)F)ccc2S(=O)(=O)N1Cc1ccccc1 | 17.0% | -9.4%&-7.1% | -1.2% | -8.6% | 45.4%[activator] | -1.5% | 5.4% | 5.7% | 1.4%
O=C(/C=C/c1ccco1)Nc1ccc(Oc2ccccc2)cc1 | -47.3% | ? | 2.3% | -35.2% | -33.7% | 24.4% | 3.3% | ? | 0.7%
COc1ccc(OC)c(NC(=O)c2cccnc2Sc2cc(C)ccc2C)c1 | -1.6% | 5.6%[57.1 µM] | -1.9% | -30.1% | 16.9% | 23.6% | -0.8% | 13.0% | -3.9%
COc1ccc(OC)c(-c2csc(NC(=O)Cc3cc(OC)c(OC)c(OC)c3)n2)c1 | -14.9% | 12.4% | 10.8% | -16.4% | 12.0% | 3.3% | 4.7% | 0.0% | 6.7%
CC(=O)Oc1ccc(-c2csc(Nc3cccc(C)n3)n2)cc1 | -24.5% | 15.9%[57.1 µM] | 4.0% | -22.1% | 50.1%[activator] | -6.0% | -3.2% | 3.3% | 20.9%
Cc1ccc2nc(-c3ccccc3)cc(C(=O)O)c2c1 | 4.4% | 12.6%[57.1 µM] | 8.9% | -9.6% | 25.2% | 0.1% | 4.0% | 0.0% | 3.7%
CN(Cc1cccc(F)c1)C(=O)CSc1nnnn1C1CC1 | -3.7% | 6.0%[57.1 µM] | -0.1% | -3.3% | 11.8% | 4.1% | -1.9% | -16.9% | 4.0%
COc1ccccc1NC(=O)CCN1C(=O)c2ccccc2C1=O | 4.4% | 3.7%[57.1 µM] | -17.4% | 1.0% | 24.2% | 1.3% | 5.4% | 0.0% | -13.1%
COc1ccc(N(C(=O)C(C)C)S(=O)(=O)c2ccc3ccccc3c2)cc1 | -9.0% | 17.6% | 11.9% | 8.9% | 71.1%[activator] | 10.4% | -6.5% | 1.8% | -5.2%
CCOC(=O)Cc1csc(NC(=O)COc2cccc(C)c2)n1 | 8.0%[56.9 µM] | 6.5% | 18.1% | -12.4% | 43.3%[activator] | 3.7% | -2.8% | 1.8% | -3.1%
NC(N)=NN=C(c1ccc(F)cc1)c1ccc(C(F)(F)F)cc1 | -4.2% | 3.4%[11.4 µM] | -5.0% | -16.0% | 21.7% | -0.5% | 2.5% | ? | 1.8%
COc1ccc(-c2[nH]c(-c3ccc(Cl)cc3)nc2SCC(=O)NCC2CCCO2)cc1 (stereo unspecified) | 1.0% | 24.1% | 2.9% | -22.3% | 11.3% | 1.8% | i | ? | -6.9%
CCOC(=O)c1sc(NC(=O)Nc2cccc(Cl)c2)cc1C | -8.8% | 5.1% | 3.3% | -15.4% | 24.9% | 1.7% | i | -15.9% | 1.9%
CCOCCCNC(=O)Cn1cnc2sc(C)c(S(=O)(=O)N3CCN(c4ncccn4)CC3)c2c1=O | 15.8% | 12.7%[57.1 µM] | -2.9% | 3.1% | 16.4% | -2.2% | -7.8% | -5.9% | 2.9%
Cc1ccc(N(C)C(=O)c2ccc(CNc3c(N4CCC(C)CC4)c(=O)c3=O)cc2)cc1 | 10.6% | 7.6% | 7.6% | 5.9% | 28.9% | -1.1% | -7.4% | 0.0% | -13.6%
Cc1cc(C)cc(NC(=O)CCOc2ccccc2)c1 | -15.1% | 19.2% | ? | 27.5% | 120.2%[activator] | -0.6% | · | -5.6% | -0.4%
O=C(N/N=C\c1ccc([N+](=O)[O-])o1)C1COc2ccccc2O1 (stereo unspecified) | -45.4% | ? | 2.4% | -10.7% | 39.2%[activator] | -5.1% | -5.3% | -15.3% | -4.6%
Cc1ccc(NC(=O)c2ccc(C(C)(C)C)cc2)cc1-n1cnnn1 | 21.0% | 8.9% | -5.6% | 2.8% | 29.0% | -3.0% | -7.6% | -3.2% | -3.6%
O=C(OC1CCOC1=O)c1ccc(Cl)c(S(=O)(=O)N2CCOCC2)c1 (stereo unspecified) | 28.6% | 11.4% | -14.3% | -14.1% | 14.9% | -0.8% | -12.6% | 182.5%[activator] | ?
Cc1cccc(CN2C(=O)c3ccccc3Sc3ccc(C(=O)NC4CCCCC4)cc32)c1 | 14.4% | 23.9%[57.1 µM] | -1.7% | -26.0% | 66.4%[activator] | 43.4%[activator] | i | -29.1% | -3.9%
Cc1ccc(S(=O)(=O)N2CCC(C(=O)NCCN3CCOCC3)CC2)cc1C | 9.2% | 1.5% | 4.1% | 7.8% | 34.2% | -2.1% | 0.4% | 0.0% | 3.1%
COCCCn1c(SCC(=O)NC2CCCC2)nnc1-c1cccs1 | 13.3% | 16.1%[57.1 µM] | -0.8% | -14.1% | -8.1% | -7.2% | i | 4.1% | -2.8%
COc1ccccc1C1(O)C(=O)Nc2ccccc21 (stereo unspecified) | -20.1%[56.9 µM] | 6.2% | 6.3% | -3.8% | 75.7%[activator] | -13.0% | i | 39.8% | 0.6%
CCOC(=O)C1CCN(C(=O)CSc2n[nH]c(-c3ccccc3)n2)CC1 | -11.4% | 16.4%[57.1 µM] | 1.0% | -3.2% | 29.4%[57 µM] | 11.8% | i | ? | 1.8%
NCC(c1ccco1)c1c[nH]c2ccccc12 (stereo unspecified) | -13.7% | 2.7% | 15.0% | -22.6% | 14.1% | 8.6% | -7.8% | ? | -11.7%
CCN(CC)c1ccc(NC(=O)Cn2nc(C)n3cccc3c2=O)c(C)c1 | -17.2% | 64.3%[activator] | -0.2% | -3.3% | 37.2% | ? | i | -2.5% | 18.3%
O=C1CC(N2CCN(c3ccc(O)cc3)CC2)C(=O)N1c1ccc2c(c1)OCO2 (stereo unspecified) | -31.9% | 24.8% | 12.0% | ? | ? | 2.0% | -7.7% | -5.7% | -16.5%
Cc1c(Cl)cnc(NC(=O)COC(=O)C(NC(=O)c2ccco2)C(C)C)c1Cl (stereo unspecified) | -6.0% | 50.1µM* | 11.1% | ? | 19.8% | -13.8% | -1.1% | ? | -9.4%
CCN(C(=O)CSc1nnnn1C)C1CCCCC1 | -19.2% | 1.9% | -15.0% | -8.3% | 18.3% | -14.6% | -2.6% | 9.1% | -8.1%
Cc1cccc(CCNS(=O)(=O)c2cc3c(cc2C)NC(=O)CO3)c1 | -15.3% | 11.9%[57.1 µM] | -4.6% | -6.8% | 44.0% | -4.0% | i | 20.3% | -1.5%
CCCCSc1nnc(-c2cc3c(C(F)(F)F)nn(C)c3s2)n1C | -29.1% | 8.8% | 10.2% | 3.5% | 52.7%[activator] | 4.7% | -2.2% | 0.0% | 0.7%
O=C(Nc1nc2c(F)c(F)c(F)cc2s1)c1ccco1 | -0.9% | 13.4% | 10.9% | -19.3% | 31.8% | -2.4% | -9.2% | -19.4% | -1.0%
COc1ccc(NC(=O)CSc2nc3ccccc3nc2N2CCC(C)CC2)cc1 | -18.1% | 25.9% | -2.4% | 16.5% | 73.2%[activator] | -0.6% | · | 50.5%&-9.9%[activator] | 2.5%
CCCCN(C(=O)C1=NN(c2ccccc2)C(=O)CC1)c1c(N)n(CCC)c(=O)[nH]c1=O | 18.3% | 0.0% | 2.4% | -2.4% | 33.0% | -2.6% | i | 248.3%[activator] | 0.1%
COc1ccccc1CNC(=O)CCS(=O)(=O)c1ccc2c(c1)CC(C)N2C(=O)C1CC1 (stereo unspecified) | -3.0%&4.0% | 20.9%&32.1% | -2.7%&3.4% | -7.6%&5.9% | 23.9%&47.0% | -11.0%&-2.7% | -0.1%&-3.7% | 12.9%&-1.3% | 3.6%&8.0%
COc1cc(OC)cc(C(=O)Nc2ccc(N(C)C)c3ccccc23)c1 | -20.2% | ? | -5.2% | -28.5% | 44.1% | 20.6% | i | 25.7% | 5.0%
COCCNC(=O)CCc1c(C)nc2c(c(C)nn2-c2ccc(C)cc2)c1C | 25.2%&-14.5% | 24.4%&11.1% | 1.3%&3.4% | -12.8%&-2.0% | 20.9%&38.9% | -4.7%&2.5% | · | ? | -3.6%&-3.5%
O=C(COc1ccc(Cl)cc1Cl)Nc1ccc(-c2ccc(N3CCOCC3)nn2)cc1 | -12.4% | 10.0% | -2.9% | -9.2% | 8.4% | -1.3% | 7.4% | 0.4% | 4.6%
